All columns: NCI-60 one-dose screen, growth in % after 48 h at 10 µM unless noted; 100 = growth as untreated, 0 = no growth, -100 = all killed.
M14 = M14 melanoma. AID 1794745. hit rate 6.2% among 80,000
HOP-92 = HOP-92 NSCLC cells; hit rate 6.3% among 71,000; AID 1794738
HOP-62 = HOP-62 NSCLC; hit rate 3.9% among 80,000
CCRF-CEM = CCRF-CEM leukemia; hit rate 7% among 77,000
MOLT-4 = MOLT-4 leukemia cells; hit rate 6.9% among 80,000; AID 1794779
EKVX = EKVX NSCLC. hit rate 3% among 71,000
A549/ATCC = A549/ATCC NSCLC; AID 1794740; hit rate 3.7% among 81,000
RPMI-8226 = RPMI-8226 leukemia cells; hit rate 7.5% among 77,000; AID 1794781
Starred values were filed as active, the others as inactive; . = not tested or not shown; & = joins results of further samples; ! = not active in a repeat. Rule for the calls: active = growth percent below 10; inactive = the rest.

smiles | EKVX | CCRF-CEM | A549/ATCC | M14 | HOP-92 | HOP-62 | RPMI-8226 | MOLT-4
CC(=O)Nc1ccc(O)cc1 | 113&101&95 | 108&89 | 108&122&97 | 109&123&97 | 120&80 | 104&106&111 | 105 | 100&102
Cn1cc(C(=O)c2nc(-c3cn(C)c4ccc(Br)cc34)no2)c2cc(F)ccc21 | 96 | 84 | 87 | 96 | 108 | 91 | 95 | 91
CCOC(=O)NNc1nncc2ccccc12 | 78 | 109 | 104 | 108 | 95 | 102 | 105 | 94
COc1ccc(/C=C/C(C)=N/OCC(=O)Nc2ccc(OC)cc2)cc1 | . | 89 | 104 | 103 | . | 101 | 95 | 91
CCCCC1C(=O)N(c2ccccc2)N(c2ccccc2)C1=O | 105 | 96 | 106 | 99 | . | 99 | 97 | 107
Cc1ccc(C2CC(c3ccc(N(C)C)cc3)=NN2c2ccc(S(=O)(=O)NC(=O)NCc3ccccc3)cc2)cc1 (centres undefined) | 84 | 82 | 77 | 94 | 93 | 98 | 65 | 79
COc1cc2ncnc(Oc3cccc(NC(=O)Nc4cc(C(C)(C)C(F)(F)F)on4)c3)c2cc1OC | 26 | 40 | 33 | -2.4* | -3.1* | 37 | 31 | 13
C(=C\c1cn(-c2ccccc2)nc1-c1ccccc1)/c1nnc(-c2ccncc2)o1 | 93 | 90 | 84 | 92 | 72 | 85 | 88 | 94
COc1ccc2c(c1)c(-c1nnc(-c3cn(C)c4ncccc34)s1)cn2C | 89 | 81 | 71 | 94 | 78 | 93 | 57 | 52
O=C(c1cccs1)C1C(c2cccs2)CC(O)(c2cccs2)C(C(=O)c2cccs2)C1c1cccs1 (centres undefined) | 90 | 95 | 90 | 100 | 77 | 93 | 82 | 91
CC[C@@H]1C(=O)N(C)c2cnc(Nc3ccc(C(=O)NC4CCC(N5CCN(CC6CC6)CC5)CC4)cc3OC)nc2N1C(C)C (some centres undefined) | 21 | 0.0* | -6.2* | -58* | 21 | -30* | -43* | -20*
Cc1cccc(C)c1NC(=O)C1CCCCN1C (centres undefined) | 110 | 109 | 90 | 106 | . | 108 | 101 | 93

Limited to CCRF-CEM, for 2 of the compounds above:
canonical_smiles,CCRF-CEM
COc1ccc(/C=C/C(C)=N/OCC(=O)Nc2ccc(OC)cc2)cc1,89
CCCCC1C(=O)N(c2ccccc2)N(c2ccccc2)C1=O,96

Looked up above:
In MOLT-4, CCOC(=O)NNc1nncc2ccccc12 has 94
In HOP-92, Cn1cc(C(=O)c2nc(-c3cn(C)c4ccc(Br)cc34)no2)c2cc(F)ccc21 has 108
In MOLT-4, COc1ccc(/C=C/C(C)=N/OCC(=O)Nc2ccc(OC)cc2)cc1 has 91
In A549/ATCC, CCCCC1C(=O)N(c2ccccc2)N(c2ccccc2)C1=O has 106
In MOLT-4, COc1cc2ncnc(Oc3cccc(NC(=O)Nc4cc(C(C)(C)C(F)(F)F)on4)c3)c2cc1OC has 13

(continued)
smiles | EKVX | CCRF-CEM | A549/ATCC | M14 | HOP-92 | HOP-62 | RPMI-8226 | MOLT-4
Cn1cc(C(=O)c2nc(-c3cn(C)c4ccc(Cl)cc34)no2)c2ccccc21 | 109 | 83 | 81 | 110 | 74 | 85 | 94 | 92
[2H]C1([2H])N(C(=O)c2cc(Cc3n[nH]c(=O)c4ccccc34)ccc2F)C([2H])([2H])C([2H])([2H])N(C(=O)C2CC2)C1([2H])[2H] | 101 | 70 | 59 | 85 | 64 | 66 | 75 | 88
Cn1cc(-c2nnc(-c3ccccc3)s2)c2cccnc21 | 73 | 104 | 95 | 98 | 81 | 74 | 95 | 87
COc1ccc(-n2[nH]c3c(cnc4ccccc43)c2=O)cc1 | 89 | 101 | 102&92 | 104&92 | 102&100 | 95&100 | 106&76 | 100&108
CC(=O)Nc1ccccc1 | 118&98 | 89&108 | 106&106 | 111 | 79&86 | 105&100 | 82&109 | 96&102
Cn1cc(-c2nc(N)nnc2-c2c[nH]c3ccc(F)cc23)c2cc(F)ccc21 | 84 | 81 | 89 | 91 | 89 | 76 | 84 | 78
CN1CCN(C2CCN(C(=O)Nc3cc(Oc4ccc(NC(=O)C5(C(=O)Nc6ccc(F)cc6)CC5)c(F)c4)ccn3)CC2)CC1 | 3.2*! | 0.3*! | -14*! | -77*! | -43*! | -69*! | -39*! | -11*!
CC[C@@]1(O)C(=O)OCc2c1cc1n(c2=O)Cc2c-1nc1cc(F)c(C)c3c1c2[C@@H](N)CC3 | 15 | 13 | -58* | -21* | 15 | -32* | -3.7* | .
[2H]C1([2H])[C@H](C)O[C@H](C)C([2H])([2H])N1c1ccc(NC(=O)c2cccc(-c3ccc(OC(F)(F)F)cc3)c2C)cn1 | 61 | 64 | 69 | 77 | 8.9* | 78 | 53 | 40
CCCCCC(=O)O[C@]1(C(C)=O)CCC2C3CCC4=CC(=O)CC[C@]4(C)C3CC[C@@]21C (some centres undefined) | 27 | 21 | 28 | 24 | . | . | -12* | -23*
O=C(Nc1ccc(C(=O)O)c(O)c1)c1ccccc1 | 94&99 | 124&130 | 96&101 | 100&106 | 103&81 | 92&95 | 105&132 | 119&109
Cc1cccc(NC(=O)Nc2ccc3nc(NS(=O)(=O)c4ccc5ccccc5c4)sc3c2)c1 | 102 | 88 | 82 | 85 | 88 | 90 | 101 | 100

Part of the list above, as labelled records.
Cn1cc(C(=O)c2nc(-c3cn(C)c4ccc(Cl)cc34)no2)c2ccccc21
- EKVX: 109
- CCRF-CEM: 83
- A549/ATCC: 81
- M14: 110
- HOP-92: 74
- HOP-62: 85
- RPMI-8226: 94
- MOLT-4: 92
[2H]C1([2H])N(C(=O)c2cc(Cc3n[nH]c(=O)c4ccccc34)ccc2F)C([2H])([2H])C([2H])([2H])N(C(=O)C2CC2)C1([2H])[2H]
- EKVX: 101
- CCRF-CEM: 70
- A549/ATCC: 59
- M14: 85
- HOP-92: 64
- HOP-62: 66
- RPMI-8226: 75
- MOLT-4: 88
Cn1cc(-c2nnc(-c3ccccc3)s2)c2cccnc21
- EKVX: 73
- CCRF-CEM: 104
- A549/ATCC: 95
- M14: 98
- HOP-92: 81
- HOP-62: 74
- RPMI-8226: 95
- MOLT-4: 87
COc1ccc(-n2[nH]c3c(cnc4ccccc43)c2=O)cc1
- EKVX: 89
- CCRF-CEM: 101
- A549/ATCC: 102&92
- M14: 104&92
- HOP-92: 102&100
- HOP-62: 95&100
- RPMI-8226: 106&76
- MOLT-4: 100&108

(next part)
smiles | EKVX | CCRF-CEM | A549/ATCC | M14 | HOP-92 | HOP-62 | RPMI-8226 | MOLT-4
CC1CCOC2Cn3cc(C(=O)NCc4ccc(F)cc4F)c(=O)c(O)c3C(=O)N12 (centres undefined) | . | 113 | 82 | 107 | . | 94 | 77 | 96
Cc1ccc(NC(=O)CSc2nc(NC(=O)CN3CCN(c4cc5c(cc4F)c(=O)c(C(=O)O)cn5C4CC4)CC3)cc(=O)[nH]2)cc1 | 99 | 100 | 102 | 97 | 91 | 103 | . | 104
NC1(c2ccc(-c3nc4ccn5c(=O)[nH]nc5c4cc3-c3ccccc3)cc2)CCC1 | 41 | 1.3* | 33 | -67* | 23 | 50 | 25 | -13*
O=C(c1ccc2nc(NS(=O)(=O)c3ccc4ccccc4c3)sc2c1)N1CCN(C(c2ccccc2)c2ccccc2)CC1 | 95 | 86 | 78 | 94 | 89 | 95 | 77 | 85

Source: PubChem

These rows are one share of the data; rates above refer to the full screens.
